# GRK2 inh: blocks RNA aptamer binding to human GRK2 | P25098 | bead flow cytometry, FAM-aptamer displacement from GRK2 | inhibition of aptamer binding, % at 10 µM | actives 0.59% (n = 330,000) | AID 488847;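 active = inhibition of aptamer binding above 40%, roughly 3 SD of noise, on plates passing a quality check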;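 also: median bead fluorescence of bound FAM aptamer so fluorescent compounds give negative values; no value below 0 was filed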
# proCasp3 act: activates human procaspase-3; P42574; recombinant procaspase-3 D3A, Ac-DEVD-pNA absorbance 405 nm; activation, % at 8.5 µM; actives 0.11% (n = 330,000); AID 463141;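 active = activation above the mean of all tested compounds plus 3 SD, cut at about 21% in these data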;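 also: 0% = DMSO alone and 100% = DMSO wells spiked with extra 5 µM PC-3 D3A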
# Target sequence (P42574 whole entry D9A/D28A/D175A): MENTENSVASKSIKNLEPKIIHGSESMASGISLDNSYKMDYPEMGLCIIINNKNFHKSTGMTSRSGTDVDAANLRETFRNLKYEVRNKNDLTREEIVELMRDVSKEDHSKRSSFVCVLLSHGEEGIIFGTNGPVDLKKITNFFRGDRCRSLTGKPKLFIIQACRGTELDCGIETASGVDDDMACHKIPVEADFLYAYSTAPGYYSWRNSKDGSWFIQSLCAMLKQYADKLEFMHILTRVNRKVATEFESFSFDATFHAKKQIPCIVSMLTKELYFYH
#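 Evaluation: percent activation relative to control range; Material: Procaspase-3 D3A mutant, all three cleavage aspartates alanine; Compound: single dose, 8.5 µM nominal compound, 0.8% DMSO; Replication: one well per compound; Signal: absorbance at 405 nm, 0 and 120 min; Schedule: 1 h preincubation plus 2 h reaction at 25 °C.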
# HCV core dimer: HCV core protein dimerization inhibition | actives 0.33% (n = 300,000) | AID 1899 | inhibition, % at 5 µM | TR-FRET GST/Flag-core106 dimerization, 1536-well;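 active = inhibition above the mean of all tested compounds plus 3 SD, set per screening campaign, cut at about 45% in these data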
#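 System: GST/Flag-tagged HCV core106 proteins. Incubation: compound-protein-antibody incubation 4 h at 22.5 °C. Technique: HTRF with 340 nm excitation, 617/671 nm emission. Medium: KF-containing HEPES buffer, pH 7.45, DTT, CHAPS, BSA. Read-out: inhibition (%) from 671 over 617 nm ratio. Also added: Eu(K)-anti-GST 90 ng/mL plus XL665-anti-Flag 1 µg/mL.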
# Fh CTSL1 inh: blocks F. hepatica cathepsin L1 in PFM18AAP counter-screen; recombinant F. hepatica cathepsin L1, Z-Leu-Arg-MCA fluorescence; inhibition, % at 5.96 µM; actives 0.49% (n = 300,000);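 active = inhibition above the mean of all tested compounds plus 3 SD, set per screening campaign, cut at about 17% in these data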;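 also: 0% = plate median of test compound wells and 100% = 1 µM Z-Phe-Ala-diazomethylketone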
# JMJD2C inh: inhibitors of human GASC-1 (JMJD2C) demethylase. GST-JMJD2C(1-420) H3K9me3 demethylation, DELFIA europium. inhibition, % at 2.35 µM. AID 2099. Q9H3R0. actives 0.069% (n = 330,000);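 active = more than half of a compound's replicate wells show inhibition beyond 50%, single wells judged on their own value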;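 also: signal counts dimethyl H3K9 product captured on neutravidin plate; 0% = median of DMSO wells and 100% = 0.3 times that DMSO median; strong numbers were not always called active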
# procasp7 counter: counter-screen for procaspase-3 activators: activators of human procaspase-7. P55210. recombinant procaspase-7, Ac-DEVD-pNA absorbance 405 nm; D23A/D198A/D206A triple mutant, cannot self-cleave; scale: DMSO 0, 5 µM enzyme 100. activation, % at 8.5 µM. actives 0.093% (n = 330,000);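 active = percent activation above the screen-wide mean plus 3 SD, cut at about 25% in these data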
# Target sequence (P55210 whole entry D23A/D198A/D206A): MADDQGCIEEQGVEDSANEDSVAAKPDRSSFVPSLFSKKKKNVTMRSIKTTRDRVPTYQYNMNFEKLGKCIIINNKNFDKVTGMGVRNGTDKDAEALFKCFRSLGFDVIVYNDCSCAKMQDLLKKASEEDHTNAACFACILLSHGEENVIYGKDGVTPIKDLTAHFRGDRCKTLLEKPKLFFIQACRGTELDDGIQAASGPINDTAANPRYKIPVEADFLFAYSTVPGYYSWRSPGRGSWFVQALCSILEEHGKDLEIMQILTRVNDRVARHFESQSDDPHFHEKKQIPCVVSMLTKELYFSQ
#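 Material: Procaspase-7 triple mutant (PC-7 D3A) | Quantity: 2 µM procaspase-7 mutant as dispensed | Reagent: DEVD-pNA substrate | Times: 1 h preincubation, 2 h reaction | Technique: 405 nm absorbance of p-nitroaniline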
# PP1 inh: PP1-alpha (human) inhibition in PP5 counter-screen; P62136; purified PP1alpha, OMFP fluorescence; inhibition, % at 6.7 µM; actives 0.9% (n = 320,000);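 active = inhibition above the mean inhibition of all tested compounds plus 3 SD, computed separately for each screening campaign, cut at about 15% in these data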
# Target sequence (P62136 whole entry, looked up): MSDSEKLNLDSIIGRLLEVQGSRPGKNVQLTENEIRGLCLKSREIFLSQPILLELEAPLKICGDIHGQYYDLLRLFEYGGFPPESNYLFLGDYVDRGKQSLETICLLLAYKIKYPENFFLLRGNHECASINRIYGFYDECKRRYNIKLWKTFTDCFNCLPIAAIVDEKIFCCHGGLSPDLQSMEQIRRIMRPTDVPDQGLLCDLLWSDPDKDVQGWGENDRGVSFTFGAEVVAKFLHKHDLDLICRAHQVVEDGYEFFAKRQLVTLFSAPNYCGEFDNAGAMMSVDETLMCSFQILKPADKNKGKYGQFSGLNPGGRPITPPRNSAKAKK
# VLA-4 inh: inhibition in a human VLA-4 binding assay; VLA-4 expressing cells, ligand binding flow cytometry; actives 0.2% (n = 330,000); inhibition, % (about 7 µM as worked out from the volumes in the protocol); AID 2557; P13612; in the data active = inhibition above about 50%
# PP5 inh: inhibitors of human protein phosphatase 5 (PP5); actives 0.18% (n = 320,000); inhibition, % at 6.7 µM; purified PP5c, OMFP substrate fluorescence;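 active = inhibition above the campaign's mean inhibition across all tested compounds plus 3 SD, cut at about 9.5% in these data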;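 also: 0% = DMSO only and 100% = 100 µM cantharidin control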
# Starred values were filed as active, the others as inactive. This is a random part of the collection; any-hit rate near 2.6%.
SMILES,GRK2 inh,proCasp3 act,HCV core dimer,Fh CTSL1 inh,JMJD2C inh,procasp7 counter,PP1 inh,VLA-4 inh,PP5 inh
Cn1cnc([N+](=O)[O-])c1Nc1cccc(O)c1,2,2,2,0,5,-4,-8,-2,-0.5
CCOc1ccc2[nH]cc(C(=O)N3CCN(CC)CC3)c(=O)c2c1,0,9,-3,-2,-11,7,-1,10,0.9
O=C(Nc1nnc(CCN2CCCCC2)s1)c1cccc(Cl)c1,0,-5,-2,-4,-2,9,-6,-3,2.2
O=C(Nc1ccc(Oc2cccnc2)cc1)C1CCN(Cc2cccc(Cl)c2)CC1,0,4,-7,-4,-3,4,0,5,1.6
O=C(CS(=O)(=O)Cc1ccccc1)N1CCN(c2cccc(C(F)(F)F)c2)CC1,7,2,2,5,6,13,-2,12,5.3
N=c1n(Cc2ccccc2)c2ccccc2n1Cc1ccccc1,0,-5,-14,-1,23,-4,2,27,1.8
CC(=O)c1c(C)nc2cc(Cl)ccc2c1N,1,-1,-1,0,-2,-1,-3,-5,-3.0
Fc1ccc(CSc2nncn2NCc2ccc3c(c2)OCO3)cc1,4,5,-2,2,18,7,-2,15,1.8
Cc1nnc(SCC(=O)NC23CC4CC(CC(C4)C2)C3)n(N)c1=O,1,5,0,-3,-1,6,-1,-1,0.6
COc1cc2c(cc1OC)-c1cc(OCCN3CCOCC3)nc(=O)n1CC2,1,-5,-2,6,5,0,0,-52,1.2
Cn1c(=O)c([N+](=O)[O-])c(N2CCN(Cc3ccc4c(c3)OCO4)CC2)c2ccccc21,1,-5,4,2,12,-8,1,5,1.4
O=C(Nc1ccc(C2=NCCN2)cc1)c1ccc(C(=O)Nc2ccc(C3=NCCN3)cc2)c([N+](=O)[O-])c1,0,-2,18,6,2,9,14,-10,1.0
Cc1ccc(-c2noc(CCC(N)=O)n2)cc1,1,2,-1,0,-19,16,-4,38,-0.7
COc1cc2c(cc1OC)-c1nc3ccccc3c(=O)n1C(C)(C)C2,0,-3,2,3,4,-1,-2,-1,1.0
CN(c1ccccc1)S(=O)(=O)c1ccc(NC(=O)c2ccccc2C(=O)O)cc1,3,-3,5,-3,16,5,7,5,3.0
C=CCN1N=C(/C=C/c2ccccc2)CCC1=O,0,10,-5,3,8,6,-4,24,0.6
Cc1ncc(CN2CCC(C(=O)Nc3cccc(-c4cscn4)c3)CC2)cn1,0,4,-3,0,-5,6,-4,10,-0.5
O=C(c1ccccc1)c1ccc(Cn2cc(-c3ccccc3)nn2)cc1,1,3,-1,-5,5,0,2,23,1.3
Cc1cccc(Cn2c(SCCO)nc3c2c(=O)n(C)c(=O)n3C)c1,1,-4,4,-1,0,10,-2,12,-1.3
O=c1[nH][nH]c(=S)n1C1CCCCC1,1,-16,1,0,0,-34,-3,0,0.1

# Reformatted with bars between the fields: entries from further up.
SMILES | GRK2 inh | proCasp3 act | HCV core dimer | Fh CTSL1 inh | JMJD2C inh | procasp7 counter | PP1 inh | VLA-4 inh | PP5 inh
Cc1ncc(CN2CCC(C(=O)Nc3cccc(-c4cscn4)c3)CC2)cn1 | 0 | 4 | -3 | 0 | -5 | 6 | -4 | 10 | -0.5
CN(c1ccccc1)S(=O)(=O)c1ccc(NC(=O)c2ccccc2C(=O)O)cc1 | 3 | -3 | 5 | -3 | 16 | 5 | 7 | 5 | 3.0
Cn1c(=O)c([N+](=O)[O-])c(N2CCN(Cc3ccc4c(c3)OCO4)CC2)c2ccccc21 | 1 | -5 | 4 | 2 | 12 | -8 | 1 | 5 | 1.4

# Other results
SMILES,GRK2 inh,proCasp3 act,HCV core dimer,Fh CTSL1 inh,JMJD2C inh,procasp7 counter,PP1 inh,VLA-4 inh,PP5 inh
COc1cccc(OCC(O)CN2CCc3ccccc3C2)c1 (centres undefined),4,0,0,0,6,2,-4,1,1.3
CCOC(=O)c1sc(N=NC2=C(O)CC(C)(C)CC2=O)c(C(=O)OCC)c1C,1,6,-2,3,-9,10,-1,-7,0.6
CC(=O)Oc1ccc(N(C(C)=O)S(=O)(=O)c2cccs2)cc1,0,-9,-3,-13,3,5,-1,-2,3.2
S=c1[nH]nc(COc2ccccc2)n1/N=C/C=C/c1ccccc1,1,-4,9,2,-5,-3,3,26,1.4
Cc1onc(-c2ccccc2)c1C(=O)NNC(=S)NC(=O)c1ccc(Cl)cc1Cl,1,-12,0,-5,-27,-11,8,18,0.2
Fc1ccc(N=Cc2ccc[nH]2)cc1,0,3,2,0,-12,-6,-1,10,4.0
COc1ccc(CCNC(=O)COC(=O)CCC(=O)c2ccc(F)cc2)cc1OC,0,1,-4,-55,-3,9,-6,19,-3.1
Cc1ccc(Nc2nnc(SC(C)C(=O)NCC3CCCO3)s2)cc1C (centres undefined),1,8,3,3,-5,-1,-3,3,0.0
Cc1cc(F)ccc1S(=O)(=O)Nc1ncnc2sccc12,0,-5,-6,8,-6,-2,-1,-6,0.7
Cc1nn(Cc2ccccc2)c(Cl)c1/C=C/C(=O)OCC(=O)N(C)C1CCS(=O)(=O)C1 (centres undefined),1,10,0,-7,9,6,-2,5,2.9
Cn1c(COc2ccc(Br)cc2)nnc1SC1CCc2ccccc2C1=O (centres undefined),1,-14,14,3,-5,-1,0,-4,4.3
COc1ccc(S(=O)(=O)NNC(=O)c2cc3cc4ccccc4nc3s2)cc1,0,2,5,3,-3,5,4,1,2.3
CC(C)C(=O)c1c(C(C)C)nn2ccccc12,0,1,-7,-4,-4,6,3,48,-1.4
CCc1ccc(N2CC(C(=O)Nc3cccc(S(=O)(=O)N4CCCC4)c3)CC2=O)cc1 (centres undefined),0,4,6,3,7,-4,-1,4,0.1
CCOc1ccc(/C=N/n2c(C)nc3ccccc3c2=O)cc1,23,4,-6,-4,1,-8,0,14,0.8
O=C(N/N=C/c1ccccc1[N+](=O)[O-])c1ccc(CN2CCOCC2)cc1,2,1,7,5,0,6,-3,10,3.8
Cc1ccc(C(=O)NCCc2nnc3ccc(SCC(=O)N4CCCCC4)nn23)cc1,0,-1,-1,2,5,0,5,-22,0.5
Cc1ccc(S(=O)(=O)Nc2ccccc2CNC2CCCCC2)cc1,1,6,1,7,0,6,-2,-9,-2.3
CC1Cc2cc(S(=O)(=O)N3CCN(C)CC3)ccc2N1C(=O)C1CC1 (centres undefined),0,-4,-8,2,2,-6,5,5,-4.6
Cc1ccc(C)c(NC(=S)NNC(=O)c2sccc2C)c1,2,-4,1,0,0,-10,2,5,1.0
Cc1c(C)c2c(OCC(=O)N3CCC(C(=O)NCC(C)C)CC3)cc3c(c2oc1=O)CCC(C)(C)O3,2,-3,-2,-3,1,-4,4,12,1.6
Cc1ccc(N2CC(C(=O)OCC(=O)c3ccc[nH]3)CC2=O)cc1 (centres undefined),1,4,10,-28,7,-4,2,6,-1.5
O=S(=O)(c1ccc(F)cc1)N1CCN(C(=S)NCc2ccccc2)CC1,0,-1,-1,2,2,5,-2,7,3.2
COc1ccc(C2CC(c3cccs3)=NN2S(C)(=O)=O)cc1OC (centres undefined),1,2,-3,-1,1,-12,0,-52,-0.3
Cc1ccc(Cl)cc1N1CCN(C(=O)c2noc(C(C)C)c2[N+](=O)[O-])CC1,4,9,4,0,4,3,9,1,2.5
CC1=C(c2ccc(C)cc2)S(=O)(=O)N(CC(=O)O)C1=O,1,5,0,-1,-2,-4,-3,0,1.1
CCOC(=O)CSc1nnc(CNc2nc(-c3ccccc3)cs2)n1C,1,12,13,0,0,-1,-2,18,2.6
Cc1nn2c([nH]c(=O)c3ccccc32)c1C=O,1,6,2,-1,14,0,-3,3,-0.6
CCc1nc(N2CCN(S(C)(=O)=O)CC2)c2c3c(sc2n1)CCCC3,0,-6,0,-2,15,5,0,9,1.4
Cc1cccc2c1N(C)C(=O)C2=O,0,-5,0,2,1,3,2,-8,-3.5
Cc1cc(C)n(-c2ccc(C(=O)OCC(=O)NCc3ccc(F)cc3)cc2)n1,3,-3,-3,-6,3,6,-2,13,0.8
Cc1cc(C)c2nc(-n3nc(C)cc3N)cc(C)c2c1,0,-2,-2,2,-9,-9,-3,15,0.4
O=C(Cc1ccc(F)cc1)Oc1ccc(C(=S)N2CCCC2)cc1,3,-2,2,-4,4,2,-1,18,2.7
COc1nc(-c2cnccn2)sc1C,0,-3,-5,0,-6,4,-4,2,-0.6
CC(C)(C)C(=O)CSc1nc2c(c(-c3cccs3)c1C#N)CCC2,7,-53,13,2,-5,-45,12,4,2.5
O=C1c2ccc3c4c(ccc(c24)C(=O)N1NC(=O)C(F)(F)F)CC3,4,-2,3,-2,6,-5,1,18,2.4
CSc1nc(-c2ccc(Cl)cc2)c(C#N)c(=O)n1C,2,6,0,3,13,-10,-1,7,-1.7
O=[N+]([O-])c1ccc(C2Oc3ccccc3C3CC(c4ccccc4)=NN32)s1 (centres undefined),3,-13,15,1,7,-14,1,-30,4.8
Cc1ccc(NC(=S)Nc2ccc(OC(F)F)c(Cl)c2)cc1Cl,3,-2,-6,0,-2,-3,0,5,1.8

# Three consecutive entries already listed:
SMILES,GRK2 inh,proCasp3 act,HCV core dimer,Fh CTSL1 inh,JMJD2C inh,procasp7 counter,PP1 inh,VLA-4 inh,PP5 inh
Cc1c(C)c2c(OCC(=O)N3CCC(C(=O)NCC(C)C)CC3)cc3c(c2oc1=O)CCC(C)(C)O3,2,-3,-2,-3,1,-4,4,12,1.6
Cc1ccc(N2CC(C(=O)OCC(=O)c3ccc[nH]3)CC2=O)cc1 (centres undefined),1,4,10,-28,7,-4,2,6,-1.5
O=S(=O)(c1ccc(F)cc1)N1CCN(C(=S)NCc2ccccc2)CC1,0,-1,-1,2,2,5,-2,7,3.2
